# GDH-TPI counter: GDH-TPI coupling enzyme inhibitors, primary screen, artefact control for M. tuberculosis FBA inhibitor project, biochemical, absorbance, full deck; GDH-TPI coupled enzyme counterscreen, NADH absorbance; inhibition, % at 4.8 µM; actives 1.2% (n = 360,000); AID 588335, 2011;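 note: 0% = DMSO wells and 100% = wells lacking the enzyme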
# VHR inh abs: VHR1 phosphatase inhibitors, primary screen, biochemical, absorbance, uHTS; Dual specificity protein phosphatase 3 (Homo sapiens), P51452; recombinant VHR phosphatase, pNPP absorbance; inhibition, % at 13.3 µM; actives 0.52% (n = 290,000); AID 1654, 2009; in the data active = inhibition above about 50%; note: some compounds called inactive have numbers as strong as hits
# Target sequence (P51452 whole entry, looked up): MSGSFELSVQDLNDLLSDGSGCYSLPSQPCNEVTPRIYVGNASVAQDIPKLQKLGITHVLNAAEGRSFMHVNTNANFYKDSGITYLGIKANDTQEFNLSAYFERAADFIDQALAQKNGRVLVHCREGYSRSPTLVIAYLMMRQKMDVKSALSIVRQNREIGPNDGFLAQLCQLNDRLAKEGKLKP
# BoNT-F LC inh: BoNT/F light chain protease inhibitors, primary screen, biochemical, flow cytometry, MLPCN library; Botulinum neurotoxin type F light chain protease (Clostridium botulinum); Multiplex microsphere protease cleavage assay; inhibition, % at 10 µM; actives 0.22% (n = 360,000); AID 588497, 2011; in the data active = inhibition above about 35%, passing the limit was not always enough; inconclusive = no clear call, values can overlap the other calls; note: plate controls were buffer without enzyme for full effect and enzyme alone for no effect
# BioA inh: M. tuberculosis BioA enzyme inhibitors, primary screen, biochemical, plate reader, single point, HTS; 7,8-diaminopelargonic acid synthase BioA (Mycobacterium tuberculosis); purified M. tuberculosis BioA enzyme; inhibition, % at 9.99 µM; actives 0.096% (n = 360,000); in the data active = inhibition above about 40%; inconclusive = no clear call, values can overlap the other calls
# CCHF vOTU inh: CCHFV vOTU protease inhibitors, primary screen, biochemical, Pep-AMC substrate, fluorescence. actives 0.55% (n = 370,000). inhibition, % at 11.5 µM; note: 0% = vehicle wells with enzyme and 100% = no enzyme wells
# Mtb FBA inh: Mtb FBA enzyme inhibitors, primary screen, biochemical, fluorescence, strain H37Rv. Fructose-bisphosphate aldolase (Mycobacterium tuberculosis (strain ATCC 25618 / H37Rv)), …. purified M. tuberculosis FBA, fluorescence read-out. inhibition, % at 1 µM. actives 2.3% (n = 360,000); in the data active = inhibition above about 27%;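 note: 0% = vehicle and 100% = reference inhibitor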
# Target sequence (P9WQA3 whole entry, looked up): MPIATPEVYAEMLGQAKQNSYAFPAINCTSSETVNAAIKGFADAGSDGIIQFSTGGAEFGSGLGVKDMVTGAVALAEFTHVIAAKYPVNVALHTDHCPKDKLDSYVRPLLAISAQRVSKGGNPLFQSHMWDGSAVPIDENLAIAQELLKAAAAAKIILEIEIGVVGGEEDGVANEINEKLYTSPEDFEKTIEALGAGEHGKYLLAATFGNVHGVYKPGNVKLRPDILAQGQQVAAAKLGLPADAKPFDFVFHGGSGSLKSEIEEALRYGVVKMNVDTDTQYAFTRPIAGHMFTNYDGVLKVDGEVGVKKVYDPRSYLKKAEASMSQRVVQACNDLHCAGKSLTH
# Rv3671c inh: Rv3671c serine protease inhibitors, primary screen, biochemical, fluorescence polarization, M. tuberculosis H37Rv; P9WHR9; inhibition, % at 5.96 µM; actives 0.048% (n = 320,000); in the data active = inhibition above about 38%;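 note: extracellular domain of Rv3671c used as enzyme; 0% = enzyme with DMSO and 100% = no enzyme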
# Target sequence (P9WHR9 whole entry, looked up, the tested form may be a part): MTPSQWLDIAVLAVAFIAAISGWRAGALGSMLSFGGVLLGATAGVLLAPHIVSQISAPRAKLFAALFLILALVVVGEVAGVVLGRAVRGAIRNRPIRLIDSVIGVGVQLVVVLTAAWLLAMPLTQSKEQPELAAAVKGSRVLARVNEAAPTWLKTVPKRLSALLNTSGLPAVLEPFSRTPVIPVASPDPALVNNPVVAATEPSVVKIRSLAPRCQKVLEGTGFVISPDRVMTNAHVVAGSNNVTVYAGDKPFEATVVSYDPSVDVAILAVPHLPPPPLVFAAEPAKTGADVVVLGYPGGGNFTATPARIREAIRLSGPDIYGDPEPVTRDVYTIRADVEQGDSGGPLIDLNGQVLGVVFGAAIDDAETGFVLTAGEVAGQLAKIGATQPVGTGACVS
# Mtb UGM inh: M. tuberculosis UGM enzyme inhibitors, primary screen, biochemical, fluorescence polarization, single point. purified UGM, fluorescence polarization probe displacement. UDP-galactopyranose mutase (Mycobacterium tuberculosis (strain ATCC 25618 / H37Rv)), …. actives 0.06% (n = 320,000). inhibition, % at 10 µM; in the data active = inhibition above about 10%, passing the limit was not always enough; inconclusive = no clear call, values can overlap the other calls
# MazF activator: activators of E. coli MazEF toxin-antitoxin RNase, primary screen, biochemical, fluorescence, uHTS; Endoribonuclease toxin MazF (Escherichia coli (strain K12)), P0AE70; FAM/BHQ RNA-DNA oligo cleavage fluorescence, 5 h; activation, % at 20 µM; actives 0.32% (n = 350,000); AID 504720, 2011; in the data active = activation above about 50%
# Target sequence (P0AE70 whole entry, looked up): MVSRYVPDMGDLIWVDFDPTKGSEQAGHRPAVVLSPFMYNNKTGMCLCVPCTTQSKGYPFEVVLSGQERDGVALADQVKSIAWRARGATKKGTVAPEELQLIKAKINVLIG
# FadD28 binding: inhibitors of FadD28 bisubstrate probe binding, primary screen, biochemical, fluorescence polarization, single point; inhibition, % at 12.5 µM; actives 0.22% (n = 360,000); AID 588549, 2011; in the data active = inhibition above about 8.5%, passing the limit was not always enough; inconclusive = no clear call, values can overlap the other calls
# An asterisk follows results filed as active; ? = inconclusive; nt = no result given. Cut-off read from the data, not from the text of the source, unless noted: active = inhibition above about 30%; inactive = the rest.
# The first 2 entries, ahead of the listing:
SMILES,GDH-TPI counter,VHR inh abs,BoNT-F LC inh,BioA inh,CCHF vOTU inh,Mtb FBA inh,Rv3671c inh,Mtb UGM inh,MazF activator,FadD28 binding
CC(=NCCN1CCN(C(=S)Nc2ccccc2)CC1)C1=C(O)CC(C)(C)CC1=O,4,7,10,-0.2,-4,2,0,-1.5,7,-0.2
C#CC1(NC(=O)NS(=O)(=O)c2ccc(C)cc2)CCCCC1,6,14,1,-1.7,-9,1,-14,-2.3,-18,-3.2

# Results, from the first entry:
SMILES,GDH-TPI counter,VHR inh abs,BoNT-F LC inh,BioA inh,CCHF vOTU inh,Mtb FBA inh,Rv3671c inh,Mtb UGM inh,MazF activator,FadD28 binding
CC(=NCCN1CCN(C(=S)Nc2ccccc2)CC1)C1=C(O)CC(C)(C)CC1=O,4,7,10,-0.2,-4,2,0,-1.5,7,-0.2
C#CC1(NC(=O)NS(=O)(=O)c2ccc(C)cc2)CCCCC1,6,14,1,-1.7,-9,1,-14,-2.3,-18,-3.2
O=c1c2cnn(-c3ccccc3)c2nc(-c2cccs2)n1-c1cccc(Cl)c1,10,14,-9,0.7,-4,4,-23,-1.7,-12,-1.1
N#Cc1nc(-c2ccccc2Cl)oc1NCC1CCCO1 (stereo not drawn),28,38,-3,1.6,3,19,-3,0.5,9,-3.3
Cc1noc(C)c1COc1ccc2ccc(=O)oc2c1,6,9,0,2.7,-18,29*,-2,2.9,-5,-0.7
COc1cc(C)c2c(c1C=O)Oc1c(c(C)c(O)c3c1C(O)OC3=O)OC2=O (stereo not drawn),-2,7,-6,3.0,25,0,-11,-1.1,-6,-0.7
O=C(N/N=C/c1ccc(O)c([N+](=O)[O-])c1)C1CC1(c1ccccc1)c1ccccc1 (stereo not drawn),29,20,10,nt,9,-6,6,0.0,6,?
CCCNC(=O)C1(CC2CC(c3ccccc3)=NO2)CCN(C(=O)CCCCCBr)CC1 (stereo not drawn),6,nt,-8,-0.1,nt,-3,-3,2.3,2,0.1
O=C(CN(Cc1ccco1)C(=O)c1cccc(F)c1)Nc1ccccc1C(F)(F)F,-2,nt,nt,-0.2,6,3,3,-0.6,7,-1.8
Fc1ccc(NC(=S)NC2CC3CCC(C2)N3Cc2ccco2)cc1 (stereo not drawn),-1,7,-1,4.0,2,-4,1,-0.4,9,-2.9
Clc1ccc2nc(-c3ccc(Cl)nc3)[nH]c2c1,14,23,-11,20,-14,36*,-8,-0.7,6,-9.8
CC(C)N1CCc2[nH]c(=S)[nH]c(=O)c2C1,9,3,-11,nt,-13,5,-9,2.6,-2,0.8
O=S(=O)(/N=C(\c1ccccc1)N1CCOCC1)c1cccs1,-6,0,7,1.7,-2,-3,-9,0.9,-5,-5.0
CSc1ccc(/C=C(/NC(=O)c2ccccc2)C(=O)NCCN2CCOCC2)cc1,24,-9,-4,-0.1,-5,-1,-1,1.0,-1,-0.7
Cc1csc(NC(=O)CSCC(=O)O)c1-c1nc2ccccc2s1,35*,13,nt,nt,0,0,-5,4.3,2,-0.5
Cc1ccc(/C=C2\SC(N3CCCCC3)=NC2=O)cc1,32*,6,2,0.0,16,2,7,1.1,4,-1.4
C=CCC(CC=C)(NC(=O)c1cccc(C)c1)c1ccccc1,-4,-7,0,nt,5,3,-1,0.9,-11,-2.1
O=C(Nc1ccc2oc(-c3ccncc3)nc2c1)c1ccc(Br)o1,24,2,4,-1.0,-4,4,-8,0.6,25,0.0
CN(Cc1ccccc1)C(=O)c1cccc(NC(=O)C2CCCN(C(=O)OC(C)(C)C)C2)c1 (stereo not drawn),-4,nt,-4,0.1,0,-2,-2,1.3,4,-5.3
O=C(Nc1ccccc1N1CCCC1)c1ccc(Br)o1,13,17,6,nt,-2,1,-1,1.3,8,0.8
Clc1cccc(CSc2nc3ccncc3[nH]2)c1,9,0,-6,0.7,7,1,9,-2.2,4,-9.0
O=C(CSc1nc(Nc2ccccc2)nc(N2CCOCC2)n1)N1CCCC1,4,5,-8,-0.5,-1,1,-9,-0.3,15,-2.3
Cc1ccccc1OCC(O)CN1CCN(c2ccccn2)CC1 (stereo not drawn),11,35,-6,nt,-14,1,1,2.8,-3,0.0
COc1ccccc1NC(=O)CN1C(=O)CC(C)S(=O)(=O)c2ccccc21 (stereo not drawn),-4,-40,-9,-0.7,5,-1,4,-0.5,7,-4.6
COc1ccc(C(O)(C(C)C)C(CN2CCOCC2)c2ccc(Cl)cc2)cc1 (stereo not drawn),-1,-8,12,0.1,-11,0,0,-0.4,-2,-5.3
C#CC[N+](C)(C)C(C#Cc1ccccc1)CC=C (stereo not drawn),-3,30,8,0.2,2,-1,0,0.3,1,-3.7
CCN(C[C@H]1N[C@@](C)(C(=O)OC)[C@H]2C(=O)N(Cc3ccccc3)C(=O)[C@@H]12)C(=O)c1ccc(C(C)(C)C)cc1,-7,nt,-7,1.5,19,-1,8,nt,7,-3.9
O=C(Nc1ccc(F)cc1F)c1cc2ccccc2oc1=O,-8,-8,nt,1.1,-7,1,-2,0.3,3,0.3
CN(c1ccccc1)c1nc(N)c([N+](=O)[O-])c(N2CCCCCC2)n1,23,21,nt,0.2,7,-2,1,1.8,6,-2.7
O=C(NCc1nc2ccccc2[nH]1)c1cccc(S(=O)(=O)N2CCCCC2)c1,2,14,-10,nt,3,0,7,-1.3,-2,-1.9
Cc1ccc(CNC(=O)CCS(=O)(=O)c2ccc3c(c2)NC(=O)C(C)S3)cc1 (stereo not drawn),13,-2,-3,11,19,5,2,-0.8,-20,-0.7
O=C(NCC(c1ccc(F)cc1)N1CCOCC1)c1ccc(OCc2ccccc2)cc1 (stereo not drawn),5,nt,-4,-0.7,-12,2,-4,1.5,1,nt
CCN1C(=O)Cc2cc(S(=O)(=O)NCCc3ccccc3)ccc21,-1,17,5,-0.5,8,-8,-13,0.2,9,-2.5
CC(=O)c1cn(CC(=O)Nc2ccc(C)cc2)c2ccccc12,3,-6,-4,-3.7,-10,6,-6,0.7,-2,-0.2
CSc1nc(N)nc2c1ncn2CC(=O)N1CCN(Cc2c(C)cc(C)cc2C)CC1,2,nt,2,-1.2,0,2,1,-2.6,13,-1.6
Nn1c(SCC(=O)Nc2ccccc2Oc2ccccc2)nnc1C1CC1,-10,nt,-17,-0.2,6,1,nt,nt,2,-2.0
Cc1ccc(/C=N/NC(=O)C(O)c2ccccc2)o1 (stereo not drawn),31*,18,?,-1.4,-9,4,8,-0.4,9,-0.6
CCc1nc2oc3cc(OC)ccc3c(=O)c2c(=O)n1Cc1ccccc1,9,8,-4,nt,nt,-2,2,1.7,8,-1.5
CCN(C(=O)COC(=O)c1ccc2c(=O)n3c(nc2c1)CCC3)C1CCS(=O)(=O)C1 (stereo not drawn),2,13,-3,nt,3,2,10,0.7,8,-2.2
C/C(CC(=O)Nc1ccc2c(c1)OCCO2)=N\NC(=O)c1cccc(O)c1,7,31,5,-5.2,11,5,-3,-0.7,6,nt
CCCCN(C(=O)Cc1ccc2c(c1)OCCO2)c1c(N)n(CCC)c(=O)[nH]c1=O,-4,nt,?,-1.2,-13,3,13,0.0,-1,0.4
Cc1ccc(C23CC4CC(CC(C(=O)N5CCOCC5)(C4)C2)C3)cc1,-8,-14,-14,-0.1,-5,-2,11,2.6,-9,-4.9
CCN(C)c1ccc(/C=N\n2nnnc2N)cc1,23,32,-1,-1.2,-23,28*,-5,-0.7,4,-1.9
C/C(=N\n1c(C)nc2ccccc2c1=O)c1ccc(N)cc1,35*,nt,?,-1.0,0,0,-2,-1.2,-4,-3.2
Cc1ccsc1-c1nc(CN2CCCC2c2ccc(F)cc2)c(C)o1 (stereo not drawn),1,20,2,nt,-1,-2,0,-2.3,-4,-1.7
O=C(O)CCn1cc(-c2ccc(F)cc2)nc1-c1ccncc1,3,nt,-1,2.8,2,0,2,-1.3,-3,0.1
NC(=O)N[C@@H](Cc1c[nH]c2ccccc12)C(=O)OCC(=O)N1CCCCC1,3,21,-7,nt,10,2,7,-1.4,-10,0.7
CCCN(CC(=O)Nc1ccc(C(N)=O)cc1)CC(=O)Nc1ccc(Cl)cc1Cl,6,24,-4,nt,0,1,10,4.2,-7,-1.4
O/N=C/c1cc(Br)ccc1OCc1cccc(F)c1,10,24,8,2.4,21,-1,-14,0.4,7,-1.6
Cc1nc(-c2nnc(-c3ccccc3)o2)c(C(F)(F)F)o1,1,9,-2,-3.1,9,1,4,0.8,2,-1.5
COc1cc(/C=C2/SC(=S)N(CCC(=O)N3CCN(C)CC3)C2=O)cc(OC)c1OC,11,nt,1,-0.6,16,-1,nt,nt,5,-0.8
Cc1ccc(S(=O)(=O)N2CCC(C(=O)NCC(C)(C)N3CCOCC3)CC2)c(C)c1,-4,nt,-2,10,10,-1,1,-2.9,1,-5.1
Cc1nc(N)[nH]c(=O)c1CCCNc1ccc([N+](=O)[O-])cc1,7,nt,-13,0.7,7,-14,nt,nt,-3,0.8
CCOc1ccc(NC(=S)NCCN2CCN(Cc3ccccc3)CC2)cc1,4,12,-5,-0.7,-6,0,-10,0.4,4,-7.5
Cc1c(CN(C)C(=O)c2sc3cc(Cl)ccc3c2Cl)cnn1C,-3,15,-21,-0.9,20,3,-3,1.8,-5,-1.3
O=C(O)C12CC3CC(C1)CC(n1ncc(NCc4ccco4)c(Cl)c1=O)(C3)C2,5,21,-5,nt,2,4,9,-0.7,2,-2.2
Cc1nc2ncnn2c(C)c1Cc1c(Cl)cccc1Cl,-3,24,-23,1.5,-2,1,2,0.7,0,0.9
Cc1ccc(N2CC(C(=O)NCc3ccc(C)n3C)CC2=O)cc1 (stereo not drawn),-10,-2,-4,nt,-14,-3,-7,0.2,-1,-2.4
COc1ccc(N2CCN(CCC3Oc4cc([N+](=O)[O-])ccc4NC3=O)CC2)cc1 (stereo not drawn),12,39,-3,-0.1,18,-2,-1,0.3,3,-0.1
O=C(COC(=O)c1ccccc1NS(=O)(=O)c1cccs1)NCC12CC3CC(CC(C3)C1)C2,9,-3,-12,-0.8,22,5,-18,-1.2,1,-5.4

# Entries of single compounds as entered above.
# `COc1cc(C)c2c(c1C=O)Oc1c(c(C)c(O)c3c1C(O)OC3=O)OC2=O` (stereo not drawn) in the list: GDH-TPI counter: -2; VHR inh abs: 7; BoNT-F LC inh: -6; BioA inh: 3.0; CCHF vOTU inh: 25; Mtb FBA inh: 0; Rv3671c inh: -11; Mtb UGM inh: -1.1; MazF activator: -6; FadD28 binding: -0.7
# `CCN(C(=O)COC(=O)c1ccc2c(=O)n3c(nc2c1)CCC3)C1CCS(=O)(=O)C1` (stereo not drawn) in the list: GDH-TPI counter: 2; VHR inh abs: 13; BoNT-F LC inh: -3; BioA inh: nt; CCHF vOTU inh: 3; Mtb FBA inh: 2; Rv3671c inh: 10; Mtb UGM inh: 0.7; MazF activator: 8; FadD28 binding: -2.2

# Next section:
SMILES,GDH-TPI counter,VHR inh abs,BoNT-F LC inh,BioA inh,CCHF vOTU inh,Mtb FBA inh,Rv3671c inh,Mtb UGM inh,MazF activator,FadD28 binding
Cc1nc2ccc(S(=O)(=O)NCC(=O)Nc3cccc(F)c3)cc2s1,-8,9,-9,nt,5,-2,-1,-0.1,9,-2.8
COC(=O)c1ccc(NC(=O)c2cccc(NC(=O)c3ccccc3)c2)cc1,22,1,?,-4.0,-3,4,-36,-2.8,2,0.0
CNC(=S)N(CCc1c(C)[nH]c2ccc(C)cc12)Cc1cc(OC)c(OC)c(OC)c1,-9,-22,0,1.7,9,3,5,-2.1,10,-1.2
Cn1c(SCc2ccc([N+](=O)[O-])cc2)nc2c(c1=O)SCC2,8,2,1,nt,-17,2,3,0.0,11,-0.2
